Compound activity: PubChem, several laboratories
AddAB inh – less growth of phage-infected E. coli with AddAB | inhibition, % at 11.9 µM | hit rate 0.29% among 330,000 | E. coli expressing H. pylori AddAB, absorbance growth; in the data active = inhibition above about 12%;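 note: 0% = vehicle wells of infected cells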
SUMO Mot1 rescue – SUMOylation pathway inhibition by Mot1-301 growth rescue | S. cerevisiae Mot1-301 growth rescue, ATP luminescence, 38.5C; percent above DMSO median, 100 means doubled | growth rescue, % at 18.8 µM | hit rate 1% among 320,000 | AID 2716;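 active = every valid replicate shows activation above 250% relative to neutral control wells; inactive = the rest, any valid replicate at or below 250%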;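 note: OY570 slx delta 5 strain wells were the positive control but not used for scaling; some compounds called inactive have numbers as strong as hits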
PfHsp90 yeast 2 – growth inhibition of yeast expressing Plasmodium Hsp90; inhibition, % at 9.4 µM; S. cerevisiae expressing PfHsp90, BacTiter-Glo ATP, 48 h; yeast lacking PDR1 and PDR3 efflux regulators; hit rate 0.32% among 310,000; AID 504621;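 active = every replicate shows inhibition above about 80%, whatever the replicate mean, limit read from the data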;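 note: 0% = DMSO neutral controls and 100% = 20 µM radicicol positive controls; yeast relying on Plasmodium falciparum Hsp90 in place of its own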
HTR5A inv ag – HTR5A inverse agonism, opioid heterodimer counter-screen; P47898; HTR5A cell line, luminescence; inhibition, % at 9.3 µM; hit rate 0.083% among 340,000; AID 504634; in the data active = inhibition mostly above about 23%, no sharp cut-off; inactive = mostly below about 18%;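 note: 0% = cells with DMSO and 100% = no-cell wells with DMSO; some compounds called inactive have numbers as strong as hits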
Ecoli viability – reduces bacterial viability in AddAB counter-screen; E. coli V3065 growth, OD600 absorbance, 18 h; hit rate 0.27% among 330,000; AID 449728; inhibition, % at 11.9 µM;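 active = inhibition above the campaign's mean inhibition across all tested compounds plus 3 SD, cut at about 9.9% in these data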;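 note: uninfected addAB+ strain grown without phage in ampicillin broth; 0% = DMSO wells and 100% = ciprofloxacin 0.95 µg/ml wells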
phage Ecoli inh – E. coli growth loss with phage present. growth absorbance. inhibition, % at 11.9 µM. hit rate 0.26% among 360,000. AID 651602; in the data active = inhibition above about 11%
HTR5A ag ctr – counter-screen for OPRM1-OPRD1 agonists: human HTR5A agonism; P47898; HTR5A agonist assay, luminescence, cell-based; activation, % at 9.3 µM; hit rate 0.61% among 340,000; AID 504692; in the data active = activation mostly above about 9.5%, no sharp cut-off; inactive = mostly below about 7.6%;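 note: 0% = cells with vehicle only and 100% = reference agonist; strong numbers were not always called active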
MOR-DOR inv ag – mu-delta opioid heterodimer inverse agonism; P35372+P41143; cell-based MOR-DOR heterodimer luminescence; inhibition, % at 9.3 µM; hit rate 0.21% among 340,000; AID 504357; in the data active = inhibition above about 22%, passing the limit was not always enough;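 note: 0% = cells with DMSO and 100% = wells without cells with DMSO; values of inactives mirror those of a sister screen read the other way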
Target sequence (P35372 whole entry, looked up): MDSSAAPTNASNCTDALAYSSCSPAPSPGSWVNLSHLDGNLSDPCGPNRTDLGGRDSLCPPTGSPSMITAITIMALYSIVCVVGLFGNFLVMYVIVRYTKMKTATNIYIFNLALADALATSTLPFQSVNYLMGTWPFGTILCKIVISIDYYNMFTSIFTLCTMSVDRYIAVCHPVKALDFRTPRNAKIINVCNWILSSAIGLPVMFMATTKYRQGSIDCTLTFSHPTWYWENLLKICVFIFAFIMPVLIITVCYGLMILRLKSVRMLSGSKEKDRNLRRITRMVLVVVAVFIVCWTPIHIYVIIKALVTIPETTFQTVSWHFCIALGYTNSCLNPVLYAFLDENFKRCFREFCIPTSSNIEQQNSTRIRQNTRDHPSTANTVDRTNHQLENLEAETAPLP
Target sequence (P41143 whole entry, looked up): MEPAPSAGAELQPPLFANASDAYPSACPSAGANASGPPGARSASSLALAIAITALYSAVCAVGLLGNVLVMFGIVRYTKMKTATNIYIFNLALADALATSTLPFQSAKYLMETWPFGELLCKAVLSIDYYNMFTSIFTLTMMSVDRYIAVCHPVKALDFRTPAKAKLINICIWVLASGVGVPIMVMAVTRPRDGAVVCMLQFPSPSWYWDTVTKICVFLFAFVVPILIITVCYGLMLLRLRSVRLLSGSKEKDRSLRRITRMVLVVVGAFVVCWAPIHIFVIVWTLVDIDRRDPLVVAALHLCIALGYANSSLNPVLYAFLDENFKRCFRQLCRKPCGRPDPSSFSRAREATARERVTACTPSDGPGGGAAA
PKA-R1A act – activators of PKA-R1A complex; P00514+P68181; PKA-R1A dissociation, Cy5-IP20 fluorescence polarization; scaled: DMSO 0%, 113 µM cGMP 100%; activation, % at 11.4 µM; hit rate 0.083% among 340,000;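 active = percent activation above the mean of all tested compounds plus 3 SD, cut at about 19% in these data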;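 note: higher means more PKAc released from R1A so a rise in polarization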
Pemphigus Ab inh – human desmoglein-3 autoantibody binding inhibition; P32926; DSG3-coupled beads, scFv-anti-DSG3-GFP binding, flow cytometry; hits give low values; binding (percent of control), % at 10 µM; hit rate 0.48% among 310,000;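 active = binding more than 3 SD below its plate's average and above zero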;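 note: hits lower antibody fragment binding to DSG3; some compounds called inactive have numbers as strong as hits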
OPRM1-OPRD1 ag – agonists of human mu-delta opioid receptor heterodimerization; activation, % at 9.3 µM; cells, OPRM1-OPRD1 heterodimerization, luminescence; hit rate 0.3% among 340,000; P35372+P41143; AID 504326; in the data active = activation above about 18%;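 note: 0% = vehicle-treated cells and 100% = reference agonist; values of inactives mirror those of a sister screen read the other way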
An asterisk follows results filed as active; x = no result given. Compounds were not picked by outcome; about 3.2% have a hit in one of these screens.

SMILES	AddAB inh	SUMO Mot1 rescue	PfHsp90 yeast 2	HTR5A inv ag	Ecoli viability	phage Ecoli inh	HTR5A ag ctr	MOR-DOR inv ag	PKA-R1A act	Pemphigus Ab inh	OPRM1-OPRD1 ag
CC(Sc1ccc2ccccc2c1)C(=O)NC(N)=O (configuration not stated)	3.1	-45	8	-5	1.5	2.9	1	10	0	95	-2.0
Cn1cccc1C(=O)NC(=O)COC(=O)CNC(=O)c1ccc(Cl)cc1Cl	-0.5	-4	-3	7	-1.6	x	-3	-1	-15	99	0.1
COc1ccc(OC)c(/C=N/NC(=O)c2ccncc2)c1	1.8	-4	-12	0	-3.6	-0.8	0	12	4	106	-2.4
CC1CCCCC1NC(=O)CSc1nnc(-c2ccccc2)n1N (configuration not stated)	1.6	36	9	11	-2.2	3.0	-3	0	-5	99	-0.1
CCC(Oc1ccc(Br)cc1Cl)C(=O)Nc1nnc(C2CC2)s1 (configuration not stated)	2.1	-8	-47	15	0.8	0.2	2	-31	-5	112	5.8
Cc1nn(CC(=O)c2cccc(Cl)c2)c(C)c1[N+](=O)[O-]	-0.3	4	-5	-3	-1.3	2.9	-2	7	-7	106	-1.5
COc1ccccc1/C=C/C(=O)NC(=S)Nc1ccccn1	-0.1	-19	3	-5	-0.8	1.4	1	4	-2	98	-0.7
CC1(c2ccc(OC(F)F)cc2)NC(=O)N(CC(=O)Nc2ccc3[nH]c(=O)[nH]c3c2)C1=O (configuration not stated)	-0.3	16	x	4	0.9	2.7	-1	20	6	108	-3.9
CCOC(=O)N/N=C(\C)c1ccc(Br)cc1	-0.1	-18	15	20	2.1	-0.5	-8	9	0	96	-1.6
CCCN(CCC)S(=O)(=O)c1cc2c3c(c1)CCN3C(=O)CC2	2.4	5	6	-3	-1.6	2.4	-5	7	10	102	-1.4
CCOC(=O)N1CCN(c2ncnc3c2[nH]c2ccc(OC)cc23)CC1	2.8	x	-28	-45	0.1	3.9	14	1	10	130	-0.2
O=C(CN(Cc1ccccc1)C(=O)c1csnn1)NCc1ccc2c(c1)OCO2	0.8	-17	24	-19	1.2	3.0	0	-9	-10	x	1.3
O=C(NCC1CCCO1)c1cn(-c2ccccc2)nc1-c1ccccc1 (configuration not stated)	0.9	7	2	-1	0.2	1.4	1	-5	-5	104	0.9
O=C1c2ccccc2NC2(CCCC2)N1O	1.9	-8	-11	5	0.7	4.4	-2	11	-20	103	-2.8
CCOC(=O)c1ccc(NC(=O)c2ccc(NS(C)(=O)=O)cc2)cc1	2.1	28	-2	22	1.1	1.8	-2	16	2	x	-3.4
CC(CC12CC3CC(CC(C3)C1)C2)NCc1ccccc1O (configuration not stated)	1.9	2	-1	-30	-0.1	2.5	8	-24	-4	101	5.1
Oc1ccccc1CN1CCC(C(O)(c2ccccc2)c2ccccc2)CC1	2.2	-27	22	-6	0.0	4.7	-1	-7	-1	106	1.3
CC(C)=N/N=C1/NC(=O)C(Cc2ccccc2)S1 (configuration not stated)	-1.2	0	-21	-4	-0.7	3.2	1	18	1	116	-3.7
COc1cc2c(cc1OC)CN(c1nc(CN3CCOCC3)nc3sc4c(c13)CCC(C)C4)CC2 (configuration not stated)	0.8	18	-14	-1	-4.5	-3.2	1	-7	8	108	1.3
COc1ccc(S(=O)(=O)NCC2CCCO2)cc1NC(=O)c1ccccc1 (configuration not stated)	-2.9	1	-3	1	0.8	1.8	5	0	10	x	-0.1
Cc1cccc(-c2oc3ccccc3c2C#CCCO)c1	-0.5	24	-7	-11	-2.6	2.2	-2	8	3	108	-1.4
O=C(NCCc1ccc(Cl)cc1)C1CCN(C(=O)c2ccc(F)cc2)CC1	0.6	5	-3	-20	-1.6	2.2	7	-9	4	x	1.3
O=C(Nc1ccc(N2CCOCC2)cc1)c1ccc(S(=O)(=O)N2CCCCC2)cc1	1.9	-18	-13	5	4.0	0.9	13	12	11	117	-2.1

Gathered by group, those above with a halogen
SMILES	AddAB inh	SUMO Mot1 rescue	PfHsp90 yeast 2	HTR5A inv ag	Ecoli viability	phage Ecoli inh	HTR5A ag ctr	MOR-DOR inv ag	PKA-R1A act	Pemphigus Ab inh	OPRM1-OPRD1 ag
Cn1cccc1C(=O)NC(=O)COC(=O)CNC(=O)c1ccc(Cl)cc1Cl	-0.5	-4	-3	7	-1.6	x	-3	-1	-15	99	0.1
CCC(Oc1ccc(Br)cc1Cl)C(=O)Nc1nnc(C2CC2)s1 (configuration not stated)	2.1	-8	-47	15	0.8	0.2	2	-31	-5	112	5.8
Cc1nn(CC(=O)c2cccc(Cl)c2)c(C)c1[N+](=O)[O-]	-0.3	4	-5	-3	-1.3	2.9	-2	7	-7	106	-1.5
CC1(c2ccc(OC(F)F)cc2)NC(=O)N(CC(=O)Nc2ccc3[nH]c(=O)[nH]c3c2)C1=O (configuration not stated)	-0.3	16	x	4	0.9	2.7	-1	20	6	108	-3.9
CCOC(=O)N/N=C(\C)c1ccc(Br)cc1	-0.1	-18	15	20	2.1	-0.5	-8	9	0	96	-1.6
O=C(NCCc1ccc(Cl)cc1)C1CCN(C(=O)c2ccc(F)cc2)CC1	0.6	5	-3	-20	-1.6	2.2	7	-9	4	x	1.3

Quoted from the listing:
Entry of Oc1ccccc1CN1CCC(C(O)(c2ccccc2)c2ccccc2)CC1 in AddAB inh: 2.2
Entry of COc1ccc(S(=O)(=O)NCC2CCCO2)cc1NC(=O)c1ccccc1 (configuration not stated) in OPRM1-OPRD1 ag: -0.1
Entry of CC(C)=N/N=C1/NC(=O)C(Cc2ccccc2)S1 (configuration not stated) in Pemphigus Ab inh: 116
Entry of O=C(Nc1ccc(N2CCOCC2)cc1)c1ccc(S(=O)(=O)N2CCCCC2)cc1 in MOR-DOR inv ag: 12
Entry of Cc1cccc(-c2oc3ccccc3c2C#CCCO)c1 in AddAB inh: -0.5
Entry of O=C(NCCc1ccc(Cl)cc1)C1CCN(C(=O)c2ccc(F)cc2)CC1 in SUMO Mot1 rescue: 5
